From PubChem BioAssay
IL-2 act: activates IL-2 in a cell-based reporter assay | IL-2 activation reporter assay, cell-based qHTS; stimulated with anti-CD3/CD4/CD28 beads; in transgenic mouse T cells | activation, % (series mostly up to about 46 µM) | 360,000 tested, 0.065% active | AID 652025; in the data active = activation above about 50%; inconclusive = mostly about 30% to 49%; also: 0% is about no effect
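Unstimulated transgenic mouse T cells, 750 per well, received compound and, after 60 minutes, anti-CD3/anti-CD4 bead plus anti-CD28 stimulation. EGFP and DsRed were quantified after 18 hours.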
HEK293 tox: cytotoxicity in counter-screen for GLP-1R inverse agonists | HEK293 cAMP-luciferase reporter cells, luminescence, 24 h | Potency, µM (doses to about 38.3 µM), without a hit: top-dose activity change, negative = inhibition, hits mostly inhibitors | 410,000 tested, 0.13% active;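 also: loss of luciferase light is scored as toxicity; potency is read from the fitted curve at half-maximal effect; % is scaled to controls: 0 for no effect and ±100 for the full control effect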
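1536-well qHTS counterscreen of the MLSMR; 200 cells/uL, 12 h pre-incubation, 23 nL cpd, 24 h at 37 deg C 5% CO2, luciferase detection reagent, 12 min RT, luminescence. Inhibition = undesired.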
WRN inhibitor: blocks human WRN helicase | Q14191 | WRN helicase unwinding, fluorescent forked duplex, kinetic | Potency, µM (highest dose often 114 µM), without a hit: at the highest dose activity change, negative = inhibition, usual class: inhibitors | 360,000 tested, 0.46% active | AID 651768; also: potency is read from the fitted curve at half-maximal effect; % is scaled to controls: 0 for no effect and ±100 for the full control effect; nearly all actives have a fitted effect of over 55% in size
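Kinetic red-fluorescence monitoring (525/598 nm) tracks WRN helicase activity after 100 nM fluorophore-quencher forked duplex and 2 mM ATP are added to 20 nM enzyme pretreated 15 min at room temperature with compound.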
PI5P4K alpha inh: PI5P4K alpha (human) kinase inhibition. PI5P4Kalpha enzyme, ADP-Glo luminescence, 60 min; stronger effect = lower value. P48426. 330,000 tested, 1.2% active. max response, %. AID 652105; active = max response of -50% or lower; inconclusive = between -30% and -50%; inactive = -30% or higher; also: value at the top dose of about 77 µM; % is scaled to controls: 0 for no effect and ±100 for the full control effect
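qHTS, 1536-well: enzyme/substrate mix, compound by pin tool, 5 microM ATP final; RT 60 min; ADP-Glo reagents 1 (45 min) then 2 (30 min); luminescence.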
PLK1 PBD inh: inhibitors of human PLK1 polo-box domain binding; Plk1 PBD binding of FITC phosphopeptide, fluorescence polarization; Potency, µM, inactives show max response, negative = inhibition, usual class: inhibitors; 360,000 tested, 2.8% active; also: potency is read from the fitted curve at half-maximal effect; series mostly up to about 57 µM; % is scaled to controls: 0 for no effect and ±100 for the full control effect; nearly all actives have a fitted effect of over 65% in size
Target sequence (P53350 whole entry, looked up, the tested form may be a part): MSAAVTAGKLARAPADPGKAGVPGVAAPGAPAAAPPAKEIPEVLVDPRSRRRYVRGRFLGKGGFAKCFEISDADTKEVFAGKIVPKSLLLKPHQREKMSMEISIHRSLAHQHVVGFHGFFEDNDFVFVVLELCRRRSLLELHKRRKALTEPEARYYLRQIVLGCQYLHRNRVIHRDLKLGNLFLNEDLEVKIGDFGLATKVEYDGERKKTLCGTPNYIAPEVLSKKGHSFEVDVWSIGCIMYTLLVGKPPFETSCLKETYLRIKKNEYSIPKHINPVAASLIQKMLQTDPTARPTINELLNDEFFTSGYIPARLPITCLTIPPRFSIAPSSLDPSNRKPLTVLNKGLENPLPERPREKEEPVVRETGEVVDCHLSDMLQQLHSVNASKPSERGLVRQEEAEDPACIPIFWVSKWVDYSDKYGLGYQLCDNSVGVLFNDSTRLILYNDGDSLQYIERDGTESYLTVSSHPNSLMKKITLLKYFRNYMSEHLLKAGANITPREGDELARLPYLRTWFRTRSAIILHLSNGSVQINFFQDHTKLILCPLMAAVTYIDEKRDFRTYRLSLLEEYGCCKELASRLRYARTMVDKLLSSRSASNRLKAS
GLP1R inv ag: GLP-1 receptor (human) inverse agonism; HEK293 GLP-1R CRE-luciferase, luminescence, 24 h; GLP-1R form is constitutively active; Potency, µM (titrated, usually from 38.3 µM), for inactives: at the highest dose activity change, negative = inhibition, actives largely listed as inhibitors; 410,000 tested, 1.6% active; also: potency is read from the fitted curve at half-maximal effect; % is scaled to controls: 0 for no effect and ±100 for the full control effect; nearly all actives have a fitted effect of over 55% in size
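Luminescence readout: a drop in cAMP-driven luciferase signal flags inverse agonism at a constitutively active GLP-1R stably expressed in HEK293. Compound exposure lasted 24 hr at 37 deg C, 5% CO2.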
GLP-1R agonist: activates the human GLP-1 receptor. Potency, µM (top dose mostly 45.6 µM), without a hit: at the top dose activation, most hits filed as activators. HEK293 GLP-1R CRE-luciferase, luminescence, 4-6 h; cells express a hypersensitive GLP-1R form. 380,000 tested, 0.007% active. P43220; also: potency is read from the fitted curve at half-maximal effect; % of control where 0% means no effect
DRD3 agonist: D3 dopamine receptor (human) agonism; max activation, %; D3R DiscoveRx beta-arrestin cells, luminescence, 90 min; 410,000 tested, 0.58% active; P35462; in the data active = max activation above about 30%; also: 0% is about no effect; mostly tested at two doses, the higher about 12 µM
Target sequence (P35462 whole entry, looked up): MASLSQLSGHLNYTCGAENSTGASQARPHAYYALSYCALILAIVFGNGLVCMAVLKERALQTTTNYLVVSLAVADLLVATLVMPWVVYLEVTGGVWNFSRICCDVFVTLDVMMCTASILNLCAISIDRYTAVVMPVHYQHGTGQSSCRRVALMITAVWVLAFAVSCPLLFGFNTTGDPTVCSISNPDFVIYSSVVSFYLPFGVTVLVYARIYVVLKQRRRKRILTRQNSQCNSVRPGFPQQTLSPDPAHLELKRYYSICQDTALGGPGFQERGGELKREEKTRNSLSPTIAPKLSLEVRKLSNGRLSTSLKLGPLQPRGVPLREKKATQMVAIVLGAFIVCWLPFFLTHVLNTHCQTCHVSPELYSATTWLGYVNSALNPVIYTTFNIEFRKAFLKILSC
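Agonist-mode cell screen: cells plated at 1500/well and incubated overnight at 37 °C, then exposed to library compounds for 90 min at 37 °C. Detection reagent was added for 30–60 min at room temperature, and luminescence was read.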
D3 antag: antagonists of human D3 dopamine receptor; P35462; D3R cells, DiscoveRx beta-arrestin luminescence, antagonist mode; stronger effect = lower value; max response, negative = inhibition, %; 360,000 tested, 2.5% active; AID 652054; in the data active = max response below about -50%; inconclusive = no clear call, values can overlap the other calls; also: % is scaled to controls: 0 for no effect and ±100 for the full control effect; mostly tested at two doses, the higher about 12 µM
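Cells expressing the human receptor were seeded at 1500 cells/well, incubated overnight at 37 degrees C in 5% CO2, then exposed to library compounds with dopamine controls for 90 minutes at 37 degrees C before luminescent detection.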
Starred values were filed as active, the others as inactive; ? = inconclusive; · = not tested or not shown; [ ] = dose if it differs, or a comment. Unless noted, calls follow the shape of the dose curve; as a rule, active = well fitted curve in the direction sought with a large enough effect; inconclusive = small, poorly fitted or top-dose-only effect, or another doubt; inactive = no such curve, though single readings can be large; an effect the other way counts as inactive or inconclusive. This is a random part of the collection. About 7.8% of those tested had a hit in this group.

SMILES | IL-2 act | HEK293 tox | WRN inhibitor | PI5P4K alpha inh | PLK1 PBD inh | GLP1R inv ag | GLP-1R agonist | DRD3 agonist | D3 antag
O=C(N/N=C/C=C/c1ccccc1[N+](=O)[O-])c1cccnc1 | 1.0 | -3.7% | -4.4%[57.1 µM] | 0.2 | -0.3% | 8.6% | 0.3% | 4.8 | -2.6
NC(=S)N=Nc1c(O)cc(O)c2[nH]c(=O)ccc12 | -0.3 | -23.9% | 15.8µM* | -72.4* | 7.52µM* | 15.8% | -1.9% | 1.8 | 0.1
Oc1ccccc1C=NN=Cc1ccccc1Cl | -1.3 | 21.2% | -5.5% | 48.3 | -3.5% | 3.2% | -1.6% | -0.6 | 1.7
CCN(CC)c1ccc(/C=N/N2C(=O)c3ccccc3C2=O)c(O)c1 | ? | 24.3% | -13.1% | -2.9 | -1.1% | 0.0% | -5.2% | 2.5 | 2.1
Cc1cccc(OCC(=O)N/N=C/C=C/c2ccco2)c1 | -0.5 | -22.8% | -25.9%[57.1 µM] | -76.0* | -19.0% | 59.3%[activator] | -5.5% | 5.0 | 4.0
O=C(CCl)N1CCN(S(=O)(=O)c2ccc3ccccc3c2)CC1 | -0.3 | ? | -1.6% | -1.0 | -16.3% | 10µM* | 0.7% | 24.4 | 1.7
COc1ccccc1-c1c(C)oc2c(CN3CCOCC3)c(O)ccc2c1=O | -1.2 | 16.2% | -9.5% | ? | -3.9% | 8.2% | -0.8% | 0.0 | 1.2
CN(Cc1nc(Cc2cccc(F)c2)no1)CC1COCCO1 (centres undefined) | -1.7 | 3.7% | 16.2% | -5.0 | -6.0% | 9.0% | -0.6% | 2.9 | 10.3
O=C(c1cccc(S(=O)(=O)N2CCCC2)c1)N1CCCC(C(F)(F)F)C1 (centres undefined) | -4.9 | 3.9% | -4.5% | -3.2 | -0.2% | 2.3% | 1.2% | 16.8 | 10.7
Cc1ccc(-c2nc(NC(=O)CSc3nnc4scc(-c5ccccc5)n34)ns2)cc1 | -2.9 | 6.4% | -7.3% | -16.3 | ? | 0.0% | -4.4% | 0.8 | -2.0
CCOC(=O)Nc1ccc2c(CN3CCC(C(=O)OC)CC3)cc(=O)oc2c1 | 0.4 | 14.5% | 2.7% | 4.9 | -0.8% | 25.9% | 8.8% | 13.7 | -2.7
Cc1ccc(NCCC(=O)c2ccc(Cl)cc2)cc1 | -3.1 | -2.3% | -3.6% | · | -2.3% | 0.4% | -8.4% | 9.5 | 20.4
CCc1nnc(N/N=C/c2cc(Br)c(O)cc2O)n1N | -1.9 | -23.7% | -8.7%[11.6 µM] | -69.0* | -25.7% | 1.2% | -7.1% | -2.5 | 6.2
CCOC(=O)Cn1c(=O)oc2cc(S(=O)(=O)Nc3ccc(F)cc3)ccc21 | -2.3 | 0.3% | -8.3% | 0.4 | -5.3% | -23.8% | -2.7% | -0.3 | -8.8
CCN(Cc1ccccc1)C(=O)C1CCN(Cc2sccc2C)CC1 | -0.4 | 1.1% | -28.4% | -5.2 | -8.0% | ? | 1.4% | -7.9 | 0.0
COc1cc(C2CC(=O)N(CC(=O)Nc3ccccc3F)c3ccccc3S2)cc(OC)c1OC (centres undefined) | · | -4.3% | · | · | · | -10.7% | 6.0% | 1.6 | ·
CN[C@H]1C[C@H]2c3cc(Oc4ccccc4C)ccc3CCN2C(=O)[C@H]1[C@H](C)O | 0.0 | -5.8% | -3.6% | 10.3 | 0.7% | ? | 4.3% | 2.4 | 23.3
CCOC(=O)N1CCN(C(=O)/C(=C\c2ccc(SC)cc2)NC(=O)c2ccccc2)CC1 | 0.9 | -11.8% | -4.6% | 10.0 | -4.3% | ? | 4.2% | -7.9 | 15.9
CCN1c2ccccc2-c2nc3ccccc3n2C1c1ccccn1 (centres undefined) | -0.4 | 35.3%[activator] | -17.1% | -9.8 | -8.2% | ? | 15.4% | -10.3 | 22.5
O=C(COc1ccccc1)N1CCN(C(=O)c2ccc([N+](=O)[O-])cc2)CC1 | -2.1 | 0.5% | -4.1% | 1.6 | -0.6% | 14.6% | -1.2% | 3.2 | 4.6
C=CCOc1ccc(/C(O)=C2\C(=O)C(=O)N(CCN(C)C)C2c2cccs2)cc1 (centres undefined) | -1.3 | 5.3% | -9.3% | 0.7 | -5.6% | 2.8% | 1.0% | -3.2 | -14.8
COC(=O)c1sccc1-c1ccc(/C=N/OCc2c(Cl)cccc2Cl)o1 | -1.9 | 0.7% | 6.2% | 2.9 | -3.9% | -1.9% | -1.9% | -0.7 | ?
COc1ccc(/C=C(\C#N)C(=O)NCc2ccccc2)cc1O | -0.7 | -10.8% | -13.7%[57.1 µM] | -1.0 | 6.8% | -16.1% | 3.5% | -19.1 | -9.3
CCN(CC)C(=O)CCc1nc2sc3c(c2c(=O)[nH]1)CCCC3 | -2.0 | -10.7% | -4.5% | · | -14.8% | 2.2% | -0.7% | -21.7 | -17.2
O=C(NC1CCCCC1)c1ccccc1NC(=O)C1CC1 | -2.9 | 12.2% | 10.3% | · | -7.2% | -2.3% | 16.1% | -6.9 | -3.5
Clc1ccc(CCNc2nc3ccccc3s2)cc1 | 8.0 | 3.3% | -9.6% | 9.1 | -6.9% | ? | 9.6% | -5.6 | 10.7
Clc1ccc(-c2nnc3sc(Cc4cccs4)nn23)cc1 | 0.0 | -7.7% | -11.1% | ? | -9.2% | -4.2% | 7.3% | 1.9 | 2.2
CC1CC(=O)N(CC(=O)Nc2ccc(OC(F)(F)F)cc2)c2ccccc2S1 (centres undefined) | · | 2.4% | · | · | · | ? | 14.9% | -3.2 | ·
O=C(CN(C(=O)CCC(=O)Nc1ccccn1)C1CCCC1)NCc1ccc(F)cc1 | -0.5 | 3.8% | -1.7%[57.1 µM] | -1.3 | 4.2% | -7.2% | 8.1% | -1.3 | -15.2
CCc1nnc(NS(=O)(=O)c2ccc(NC(=O)c3ccccc3C)cc2)s1 | -0.4 | -1.4% | 1.9% | -12.1 | -21.7% | 3.9% | 6.2% | 4.6 | -8.7
CSc1cnc2c(=O)n(C)c(=O)[nH]c2n1 | 1.2 | 139.6%[activator] | 26.5% | 1.2 | -4.8% | 9.1% | -1.3% | -2.0 | 18.7
O=C(CCS(=O)(=O)c1ccc(Cl)cc1)Nc1ccccc1Br | 0.9 | 2.0% | -1.6%[57.1 µM] | 7.1 | 3.7% | -17.6% | 5.7% | -7.1 | -8.5
COc1ccc(C2C(C#N)=C(C)NC3=C2C(=O)CC(C)(C)C3)cc1 (centres undefined) | 1.2 | 59.1%[activator] | -5.5% | 2.8 | -5.5% | -5.3% | 3.5% | 10.2 | -4.2
O=C1CCC2c3[nH]c4ccccc4c3CCN12 (centres undefined) | -0.7 | -2.0% | 3.6% | 0.0 | ? | 9.5% | -3.7% | 1.0 | -19.7
Cc1cc(=O)oc2c3c(cc(OCC(=O)NCC4CCC(C(=O)O)CC4)c12)OC(C)(C)CC3 (centres undefined) | -0.2 | -6.3% | -1.9% | 0.2 | 1.7% | 32.0%[activator] | 1.6% | 0.0 | 18.2
CCOC(=O)C1CCCN(c2c(NCCc3ccccc3)c(=O)c2=O)C1 (centres undefined) | -4.2 | 3.1% | 1.3% | 1.5 | 0.7% | 9.7% | 6.5% | 0.7 | 9.5
O=C(NNC(=O)c1cccc(C(F)(F)F)c1)c1ccncc1 | 4.8 | 0.7% | -8.2% | -12.3 | -5.4% | 27.1% | -0.4% | 5.4 | -4.5
Cc1cc(C)c2oc(-c3ccc(C)c(NC(=S)NC(=O)c4cccs4)c3)nc2c1 | 1.6 | -3.5% | -1.2% | 0.5 | -7.2% | -18.0% | -15.1% | -1.1 | -19.7
Fc1cccc(NC(=S)NC2CCCCCCC2)c1 | -3.3 | ? | -6.6% | 12.7 | -20.6% | ? | -4.1% | -6.4 | -5.5
c1coc(-c2cnc3ccccc3n2)c1 | 1.6 | 6.5% | -4.0% | 2.1 | -16.9% | 19.6% | 6.0% | 2.4 | 3.1
CN1/C(=C\C(=O)COC(=O)CN2C(=O)C3CC=CCC3C2=O)C(C)(C)c2ccccc21 (centres undefined) | -3.4 | -6.2% | -6.6% | -3.2 | -7.6% | ? | 2.9% | 2.2 | 10.5
CN1CCN(S(=O)(=O)c2cccc(C(=O)Nc3ccccc3N3CCCC3)c2)CC1 | -0.5 | 9.3% | -21.9% | 3.1 | -8.0% | ? | -6.4% | 0.5 | 2.4
COc1ccc(-c2cc(C(F)(F)F)c3c(N)c(C(=O)NCCSC)sc3n2)cc1 | 118.9* | 84.1%[activator] | 2.4% | -1.3 | -8.3% | 6.6% | 3.3% | 6.7 | 28.5
O=C(Nc1ccc(Br)cc1)c1cc([N+](=O)[O-])cc([N+](=O)[O-])c1 | -3.0 | -7.7% | 1.9% | -2.9 | ? | 13.4% | 4.0% | 0.5 | 0.2
CCC1C(=O)NCCN1C(=O)c1cccc(OC2CCN(S(=O)(=O)N(C)C)CC2)c1 (centres undefined) | 0.3 | -7.3% | 0.5% | 5.1 | -12.6% | 5.7% | 4.3% | -4.6 | 0.0
O=C(CCn1c(=O)[nH]c2ccsc2c1=O)NCc1ccc(F)cc1 | -0.3 | 5.1% | -1.1% | -2.1 | -5.0% | 5.8% | 3.7% | -2.1 | 3.0
CCC(=O)N=c1sc2ccccc2n1-c1ccccc1 | -1.8 | 0.8% | -2.8% | 1.9 | -7.2% | 2.7% | 19.0% | 7.7 | 11.1

Three neighbouring compounds out of the list so far, quoted:
SMILES | IL-2 act | HEK293 tox | WRN inhibitor | PI5P4K alpha inh | PLK1 PBD inh | GLP1R inv ag | GLP-1R agonist | DRD3 agonist | D3 antag
O=C(N/N=C/C=C/c1ccccc1[N+](=O)[O-])c1cccnc1 | 1.0 | -3.7% | -4.4%[57.1 µM] | 0.2 | -0.3% | 8.6% | 0.3% | 4.8 | -2.6
NC(=S)N=Nc1c(O)cc(O)c2[nH]c(=O)ccc12 | -0.3 | -23.9% | 15.8µM* | -72.4* | 7.52µM* | 15.8% | -1.9% | 1.8 | 0.1
Oc1ccccc1C=NN=Cc1ccccc1Cl | -1.3 | 21.2% | -5.5% | 48.3 | -3.5% | 3.2% | -1.6% | -0.6 | 1.7
